POLH inh = inhibitors of human DNA polymerase eta; Q9Y253; recombinant Pol eta, fluorescent DNA replication assay; Potency, µM (top dose mostly 114 µM), for inactives: at the highest dose activity change, negative = inhibition, most hits filed as inhibitors; actives 1.2% (n = 390,000); AID 588591; also: potency is read from the fitted curve at half-maximal effect; % is scaled to controls: 0 for no effect and ±100 for the full control effect
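Pol eta (10 nM) was preincubated with compounds for 15 min at room temperature, after which fluorescent replication substrate (50 nM final) was added to start the reaction. Fluorescence was read kinetically at 0 and 10 min.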
GLS inhibitor = inhibitors of human glutaminase (GLS); GLS enzymatic activity, qHTS titration; Potency, µM (top dose mostly 45.5 µM), without a hit: at the top dose activity change, negative = inhibition, most hits filed as inhibitors; actives 0.21% (n = 410,000); AID 624170; also: potency is read from the fitted curve at half-maximal effect; % is scaled to controls: 0 for no effect and ±100 for the full control effect
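Read-out is an Amplex red fluorescence increase coupled through glutamate oxidase and HRP, measured before and after 30 min room-temperature incubation. hKGA is in 45 mM KH2PO4 (pH 8.2) with 0.02% Tween-20; glutamine added as 1mM solution.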
Pin1 inh = blocks the human prolyl isomerase Pin1; Q13526; AID 504891; actives 0.009% (n = 390,000); Pin1 FP peptide displacement, HiFluor488, 10 min; Potency, µM (doses to about 115 µM), for inactives: at the top dose activity, negative = inhibition, hits mostly inhibitors; active = well fitted inhibition curve with a large enough effect in the polarisation, with a control signal flat, not every such curve was filed as active; inconclusive = small, poorly fitted or top-dose-only effect, or effect the other way, or a change in a side signal; inactive = no such curve, though single readings can be large or run the other way; the % refers to the polarisation; also: potency is read from the fitted curve at half-maximal effect; % is scaled to controls: 0 for no effect and ±100 for the full control effect
HP1b binding inh = inhibitors of HP1-beta chromodomain binding to methylated histone tails; actives 0.56% (n = 390,000); P83916; AID 540317; AlphaScreen HP1-beta / biotin-H3K9me3 peptide binding; Potency, µM (doses to about 114 µM), for inactives: top-dose activity change, negative = inhibition, actives largely listed as inhibitors; also: potency is read from the fitted curve at half-maximal effect; nearly all actives have a fitted effect of over 70% in size; inactives centre near 23
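Compound inhibition of the preformed complex between 50 nM HP1-beta and 50 nM biotinylated H3K9me3 peptide was read by AlphaScreen. Buffer was PBS pH 7.4 with 0.01% Tween-20. Incubations ran 30 min at room temperature, with 10 ug/mL donor/acceptor beads.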
Tb PGK inh = T. brucei PGK inhibition | P07378 | PGK/GAPDH coupled, Kinase-Glo luminescence, 60 min | Potency, µM (highest dose often 57.5 µM), for the others: at the top dose activity change, negative = inhibition, usual class: inhibitors | actives 0.043% (n = 380,000) | AID 602233; also: potency is read from the fitted curve at half-maximal effect; % is scaled to controls: 0 for no effect and ±100 for the full control effect; nearly all actives have a fitted effect of over 60% in size
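Luminescent ATP detection (Kinase-Glo Plus) follows a 60-minute room-temperature incubation, with wells lacking PGK as controls. Buffer: 100 mM TEA (pH 7.6), 5 mM MgCl2, 0.01% Tween-20. Coupling enzyme GAPDH (100 nM final) supplies unstable 1,3-BPG in-well.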
PI4K2A inh = PI4K2A (human) kinase inhibition; Q9BTU6; purified PI4K2A, ADP-Glo luminescence, 1 h; hits give low values; activity change, negative = inhibition, % at 76.9 µM; actives 0.13% (n = 420,000); in the data active = activity change below about -50%; inconclusive = mostly about -30% to -49%;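 also: -100% = wells without enzyme as full effect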
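PI4K2A activity was measured by ADP-Glo luminescence: enzyme (4 ug/mL stock) and phosphatidylinositol (1.2 mM stock) in Tris pH 7.5/MgCl2/EGTA/Triton X-100 buffer were reacted with ATP (300 microM stock) for one hour at ambient temperature.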
BAZ2B inh = BAZ2B (human) inhibition | AlphaScreen BAZ2B-H3K14Ac peptide displacement | AID 504333 | Potency, µM (series often up to 114 µM), without a hit: at the highest dose activity change, negative = inhibition, actives largely listed as inhibitors | actives 4.4% (n = 360,000) | Q9UIF8; also: potency is read from the fitted curve at half-maximal effect; % is scaled to controls: 0 for no effect and ±100 for the full control effect; nearly all actives have a fitted effect of over 60% in size
Target sequence (Q9UIF8 whole entry, looked up): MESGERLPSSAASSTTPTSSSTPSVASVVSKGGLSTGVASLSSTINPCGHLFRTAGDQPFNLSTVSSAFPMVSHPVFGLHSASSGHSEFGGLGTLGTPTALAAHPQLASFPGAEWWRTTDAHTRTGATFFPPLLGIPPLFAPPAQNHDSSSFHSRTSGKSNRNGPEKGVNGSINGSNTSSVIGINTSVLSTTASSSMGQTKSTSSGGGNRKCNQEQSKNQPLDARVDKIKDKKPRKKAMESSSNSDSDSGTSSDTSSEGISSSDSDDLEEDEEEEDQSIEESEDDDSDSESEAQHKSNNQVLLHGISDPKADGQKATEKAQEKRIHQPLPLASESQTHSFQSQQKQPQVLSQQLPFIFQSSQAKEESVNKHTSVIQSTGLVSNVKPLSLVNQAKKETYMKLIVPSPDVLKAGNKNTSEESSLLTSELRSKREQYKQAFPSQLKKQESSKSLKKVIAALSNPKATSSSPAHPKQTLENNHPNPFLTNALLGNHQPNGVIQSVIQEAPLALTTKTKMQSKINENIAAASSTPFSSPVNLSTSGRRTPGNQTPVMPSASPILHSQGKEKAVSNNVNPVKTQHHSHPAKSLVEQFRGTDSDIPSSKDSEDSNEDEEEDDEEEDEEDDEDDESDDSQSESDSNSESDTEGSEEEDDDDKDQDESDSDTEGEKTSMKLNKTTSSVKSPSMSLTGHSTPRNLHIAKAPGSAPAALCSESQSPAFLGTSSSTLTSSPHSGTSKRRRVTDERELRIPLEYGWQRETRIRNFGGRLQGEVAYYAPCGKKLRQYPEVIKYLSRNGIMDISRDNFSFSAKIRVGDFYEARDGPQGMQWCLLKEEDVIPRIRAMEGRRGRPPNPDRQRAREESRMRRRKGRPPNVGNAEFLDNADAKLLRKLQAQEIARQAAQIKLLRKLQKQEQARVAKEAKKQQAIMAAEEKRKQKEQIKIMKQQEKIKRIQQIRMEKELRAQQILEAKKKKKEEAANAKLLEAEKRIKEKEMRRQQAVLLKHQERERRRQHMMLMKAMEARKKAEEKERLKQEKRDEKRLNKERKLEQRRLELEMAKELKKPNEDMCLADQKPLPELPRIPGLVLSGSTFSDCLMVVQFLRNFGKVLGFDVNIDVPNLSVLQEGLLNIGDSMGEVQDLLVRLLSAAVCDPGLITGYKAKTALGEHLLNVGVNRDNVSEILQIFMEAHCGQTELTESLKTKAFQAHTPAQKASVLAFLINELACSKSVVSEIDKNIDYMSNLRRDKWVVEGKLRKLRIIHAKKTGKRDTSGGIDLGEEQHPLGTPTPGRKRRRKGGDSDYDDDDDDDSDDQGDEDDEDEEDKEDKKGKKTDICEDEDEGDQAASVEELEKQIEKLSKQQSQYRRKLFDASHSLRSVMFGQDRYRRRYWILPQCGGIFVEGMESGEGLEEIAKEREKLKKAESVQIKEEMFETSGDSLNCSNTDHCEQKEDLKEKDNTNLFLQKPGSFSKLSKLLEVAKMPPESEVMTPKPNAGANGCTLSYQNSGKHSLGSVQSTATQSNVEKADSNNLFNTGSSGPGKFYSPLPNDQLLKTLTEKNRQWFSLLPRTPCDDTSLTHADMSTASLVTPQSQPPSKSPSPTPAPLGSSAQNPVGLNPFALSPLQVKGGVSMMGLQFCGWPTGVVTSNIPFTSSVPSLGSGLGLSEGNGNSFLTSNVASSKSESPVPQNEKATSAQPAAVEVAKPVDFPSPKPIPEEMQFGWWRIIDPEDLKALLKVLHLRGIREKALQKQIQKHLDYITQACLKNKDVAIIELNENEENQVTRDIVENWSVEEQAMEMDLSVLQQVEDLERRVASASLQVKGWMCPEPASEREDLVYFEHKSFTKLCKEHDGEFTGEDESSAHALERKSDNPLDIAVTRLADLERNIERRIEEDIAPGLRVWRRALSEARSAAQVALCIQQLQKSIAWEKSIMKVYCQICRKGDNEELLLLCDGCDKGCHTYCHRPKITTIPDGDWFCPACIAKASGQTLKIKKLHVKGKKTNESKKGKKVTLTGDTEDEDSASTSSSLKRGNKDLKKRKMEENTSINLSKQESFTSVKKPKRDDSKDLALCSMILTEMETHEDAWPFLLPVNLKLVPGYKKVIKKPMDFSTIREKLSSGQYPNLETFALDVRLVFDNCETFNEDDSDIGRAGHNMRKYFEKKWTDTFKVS
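Inhibition is scored as reduced AlphaScreen emission. The BAZ2B/b-H3(5-23)K14Ac complex (50 nM each) in PBS pH 7.4, 0.01% Tween-20 meets compound (up to 110 uM) for 30 min at RT before bead addition.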
G9a inh = blocks human histone lysine methyltransferase G9a; Q96KQ7; G9a H3K9 monomethylation, AlphaScreen, 2 h; Potency, µM (series often up to 102 µM), without a hit: top-dose activity, negative = inhibition, hits mostly inhibitors; actives 8.8% (n = 350,000); also: potency is read from the fitted curve at half-maximal effect; % is scaled to controls: 0 for no effect and ±100 for the full control effect; nearly all actives have a fitted effect of over 75% in size
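Chemiluminescent proximity detection of H3K9 monomethylation, read after 10 min bead incubation in the dark. Reaction: 20 nM G9a, 500 nM biotin-H3K9 peptide, 20 uM SAM cofactor, 2 h, room temperature, following 15 min enzyme-compound preincubation.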
JMJD2A Tudor inh = JMJD2A Tudor domain (human) inhibition; O75164; AlphaScreen JMJD2A-Tudor / H3K4me3 peptide binding; Potency, µM (series often up to 114 µM), for inactives: at the highest dose activity change, negative = inhibition, hits mostly inhibitors; actives 4.4% (n = 390,000); AID 504339; also: potency is read from the fitted curve at half-maximal effect; % is scaled to controls: 0 for no effect and ±100 for the full control effect; nearly all actives have a fitted effect of over 50% in size
Starred values were filed as active, the others as inactive; i = inactive; u = inconclusive; x = no result given; & = joins results of further samples; ! = a repeat was not active; [ ] = dose if it differs, or a comment. Unless noted, calls follow the shape of the dose curve; as a rule, active = well fitted curve in the direction sought with a large enough effect; inconclusive = small, poorly fitted or top-dose-only effect, or another doubt; inactive = no such curve, though single readings can be large; an effect the other way counts as inactive or inconclusive. The list is partial; rates above refer to the full screens.

POLH inh | GLS inhibitor | Pin1 inh | HP1b binding inh | Tb PGK inh | PI4K2A inh | BAZ2B inh | G9a inh | JMJD2A Tudor inh | structure
-7.0% | -3.8% | -4.1% | 5.0% | i | -2.0 | 3.4% | 8.1%[59 µM] | -19.4% | COc1cccc(N(CC(=O)NC2CCCCC2)C(=O)c2snc(C(N)=O)c2N)c1
-12.8% | 5.1% | 0.0% | 35.3%[57 µM] | -2.5% | -2.9 | 5.0% | 10.5%[59 µM] | 5.2% | Cc1ccc(-n2cc(C(=O)Oc3cccc(C)c3)c3ccccc3c2=O)cc1
-6.3% | 26.5% | -13.3% | 50.6%[activator] | -9.4% | -0.2 | x | x | -0.7% | CCOc1ccccc1C(c1c(O)nc(SC)[nH]c1=O)c1c(O)nc(SC)[nH]c1=O
-11.4% | -0.9% | 15.4% | 32.9% | 1.0% | -4.8 | -1.1% | -1.7% | -17.4% | O=C(COC(=O)c1cc(S(=O)(=O)N2CCCCC2)ccc1N1CCOCC1)NCCc1ccc(F)cc1
-22.2% | -10.4% | 3.8% | 38.0% | -7.1% | 0.6 | -16.9% | 4.1%[59 µM] | -3.9% | CCOC(=O)C1CCN(S(=O)(=O)c2cc3c4c(c2)CC(=O)N4CCC3)CC1
-0.3% | 7.6% | -1.1% | 40.9%[activator] | -3.5% | -2.1 | -1.7% | -13.7% | -1.0% | O=S(=O)(NCc1cccs1)c1ccc(Cl)s1
-11.6% | -5.4% | -0.6% | 0.2% | 9.1% | 0.6 | -13.1% | -16.0% | -28.0% | Cc1cc(C(=O)NC2CCCc3ccccc32)ccc1[N+](=O)[O-] (centres undefined)
-15.3% | -4.1% | 4.6% | 12.8% | -0.4% | -4.2 | -1.6% | -2.1%[59 µM] | -5.0% | COc1ccc(-c2nsc3c(N4CCN(C(=O)c5ccco5)CC4)ncnc23)cc1

3 structures already listed, arranged by number of heavy atoms, ascending.
POLH inh | GLS inhibitor | Pin1 inh | HP1b binding inh | Tb PGK inh | PI4K2A inh | BAZ2B inh | G9a inh | JMJD2A Tudor inh | structure
-22.2% | -10.4% | 3.8% | 38.0% | -7.1% | 0.6 | -16.9% | 4.1%[59 µM] | -3.9% | CCOC(=O)C1CCN(S(=O)(=O)c2cc3c4c(c2)CC(=O)N4CCC3)CC1
-7.0% | -3.8% | -4.1% | 5.0% | i | -2.0 | 3.4% | 8.1%[59 µM] | -19.4% | COc1cccc(N(CC(=O)NC2CCCCC2)C(=O)c2snc(C(N)=O)c2N)c1
-11.4% | -0.9% | 15.4% | 32.9% | 1.0% | -4.8 | -1.1% | -1.7% | -17.4% | O=C(COC(=O)c1cc(S(=O)(=O)N2CCCCC2)ccc1N1CCOCC1)NCCc1ccc(F)cc1

New compounds follow
POLH inh | GLS inhibitor | Pin1 inh | HP1b binding inh | Tb PGK inh | PI4K2A inh | BAZ2B inh | G9a inh | JMJD2A Tudor inh | structure
-21.3% | 0.7% | -4.4% | 25.8% | -2.4% | -2.7 | -4.1% | 16.6% | -9.6% | O=C(NCc1cccs1)C1CCCN1S(=O)(=O)c1ccccc1F (centres undefined)
-17.8% | 22.8% | -15.1% | -11.2% | -4.5% | -18.2 | -32.3% | -3.0%[12.7 µM] | -32.7% | CC(Oc1ccc2c(-c3ccccc3)cc(=O)oc2c1)C(=O)N[C@H](Cc1c[nH]c2ccccc12)C(=O)O (some centres undefined)
-10.7% | -13.9% | 11.0% | u | 6.5% | -4.6 | 0.7% | 8.7% | 10µM* | CCN(CC)c1ccc(NC(=O)CCCOc2cccc(C)c2)cc1
-27.2% | -2.9% | 2.6% | 31.7% | 2.6% | -1.5 | -3.4% | 22.1% | -0.7% | CCc1ccc(CN(C)C(=O)c2ccc3c(=O)n4c(nc3c2)CCC4)cc1
2.4% | -19.8% | -3.0% | 19.5% | i | 0.7 | -16.0% | 8.7% | -17.9% | O=C(NCCNC(=O)C(F)(F)F)c1ccncc1
-3.8% | 15.1% | -2.5% | 44.2%[activator] | -6.1% | -2.8 | -0.9% | 11.3% | -9.0% | CCOC(=O)C/C(C)=N/NC(=O)c1cccs1
-5.7% | u | 10.0% | u | 9.7% | 0.8 | u | 1µM* | 11.2µM* | Cc1ccc(NC(=O)c2cc(N3C(=O)C=CC3=O)ccc2N2CCOCC2)cc1
12.6µM* | -13.6% | u | -17.9% | -7.3% | -2.5 | u | x | -35.2% | N=C1/C(=C\c2coc3ccc(O)cc3c2=O)C(=O)N=C2SC=CN12

10 consecutive compounds from above:
POLH inh | GLS inhibitor | Pin1 inh | HP1b binding inh | Tb PGK inh | PI4K2A inh | BAZ2B inh | G9a inh | JMJD2A Tudor inh | structure
-11.4% | -0.9% | 15.4% | 32.9% | 1.0% | -4.8 | -1.1% | -1.7% | -17.4% | O=C(COC(=O)c1cc(S(=O)(=O)N2CCCCC2)ccc1N1CCOCC1)NCCc1ccc(F)cc1
-22.2% | -10.4% | 3.8% | 38.0% | -7.1% | 0.6 | -16.9% | 4.1%[59 µM] | -3.9% | CCOC(=O)C1CCN(S(=O)(=O)c2cc3c4c(c2)CC(=O)N4CCC3)CC1
-0.3% | 7.6% | -1.1% | 40.9%[activator] | -3.5% | -2.1 | -1.7% | -13.7% | -1.0% | O=S(=O)(NCc1cccs1)c1ccc(Cl)s1
-11.6% | -5.4% | -0.6% | 0.2% | 9.1% | 0.6 | -13.1% | -16.0% | -28.0% | Cc1cc(C(=O)NC2CCCc3ccccc32)ccc1[N+](=O)[O-] (centres undefined)
-15.3% | -4.1% | 4.6% | 12.8% | -0.4% | -4.2 | -1.6% | -2.1%[59 µM] | -5.0% | COc1ccc(-c2nsc3c(N4CCN(C(=O)c5ccco5)CC4)ncnc23)cc1
-21.3% | 0.7% | -4.4% | 25.8% | -2.4% | -2.7 | -4.1% | 16.6% | -9.6% | O=C(NCc1cccs1)C1CCCN1S(=O)(=O)c1ccccc1F (centres undefined)
-17.8% | 22.8% | -15.1% | -11.2% | -4.5% | -18.2 | -32.3% | -3.0%[12.7 µM] | -32.7% | CC(Oc1ccc2c(-c3ccccc3)cc(=O)oc2c1)C(=O)N[C@H](Cc1c[nH]c2ccccc12)C(=O)O (some centres undefined)
-10.7% | -13.9% | 11.0% | u | 6.5% | -4.6 | 0.7% | 8.7% | 10µM* | CCN(CC)c1ccc(NC(=O)CCCOc2cccc(C)c2)cc1
-27.2% | -2.9% | 2.6% | 31.7% | 2.6% | -1.5 | -3.4% | 22.1% | -0.7% | CCc1ccc(CN(C)C(=O)c2ccc3c(=O)n4c(nc3c2)CCC4)cc1
2.4% | -19.8% | -3.0% | 19.5% | i | 0.7 | -16.0% | 8.7% | -17.9% | O=C(NCCNC(=O)C(F)(F)F)c1ccncc1

(more compounds)
POLH inh | GLS inhibitor | Pin1 inh | HP1b binding inh | Tb PGK inh | PI4K2A inh | BAZ2B inh | G9a inh | JMJD2A Tudor inh | structure
-9.3%&-10.6% | 15.4%&-4.5% | 3.2%&0.9% | 1.7%[57 µM] | -13.1%&-1.6% | 0.1&-1.8 | 89.1µM*! | 6.8%[59 µM] | -35.9%&-28.1% | COc1ccccc1CNS(=O)(=O)c1ccc(-c2cnc(C3CC3)o2)cc1
-4.0% | 15.9% | 1.4% | 26.9% | -7.3% | -15.3 | -1.2% | 9.0%[59 µM] | -3.8% | COc1ccc(-n2c(C)cc(=O)c3c2CC(C)(C)CC3=O)cc1
-9.6% | -2.1% | u | 13.5% | -1.5% | 4.0 | 56.2µM* | x | u | CN(Cc1ccccn1)C(=O)CC1C(=O)NCCN1Cc1ccc(F)cc1Cl (centres undefined)
-17.4% | -8.1% | -4.6% | 13.6% | -10.0% | -7.1 | u | -11.9%[59 µM] | -29.0% | O=C(N/C(=C/C=C\c1ccccc1)C(=O)N1CCOCC1)c1ccc(Br)cc1
1.9% | 13.6% | u | 56.9%[activator] | 5.5% | 5.1 | -38.3% | u | -6.4% | Cc1ccc(C2C=C(c3ccc4c(c3)OCO4)Nc3ncnn32)cc1 (centres undefined)
-7.0% | 0.3% | 22.7% | 38.5% | -11.6% | 3.0 | -16.2% | 8.6% | 1.4% | COc1ccc(-c2ccc(SCC(=O)Nc3nnc(C)s3)nn2)cc1
-0.4% | -2.8% | 10.2% | 10.0% | -3.3% | 4.7 | 4.4% | 25.7% | -3.7% | CCC(=O)Nc1nnc(S(=O)(=O)N(CC(C)C)c2ccccc2)s1

Compound activity as filed in PubChem BioAssay.
